BAP1 inh = inhibitors of BAP1 deubiquitinase, primary screen, biochemical, Ub-AMC fluorescence, kinetic; AID 436, 2006; activity remaining (% of control), % at 20 µM; hit rate 0.48% among 72,000; Ubiquitin carboxyl-terminal hydrolase BAP1 (Homo sapiens), Q92560; recombinant BAP1, Ub-AMC hydrolysis fluorescence kinetic; active compounds read low;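 active = activity remaining at or below 50% of control, provided the compound also passes the data quality filters; inactive = the rest, including low values that fail the filters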;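 also: 100% = DMSO wells rate and 0% = substrate alone blank rate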
Target sequence (Q92560 whole entry, looked up): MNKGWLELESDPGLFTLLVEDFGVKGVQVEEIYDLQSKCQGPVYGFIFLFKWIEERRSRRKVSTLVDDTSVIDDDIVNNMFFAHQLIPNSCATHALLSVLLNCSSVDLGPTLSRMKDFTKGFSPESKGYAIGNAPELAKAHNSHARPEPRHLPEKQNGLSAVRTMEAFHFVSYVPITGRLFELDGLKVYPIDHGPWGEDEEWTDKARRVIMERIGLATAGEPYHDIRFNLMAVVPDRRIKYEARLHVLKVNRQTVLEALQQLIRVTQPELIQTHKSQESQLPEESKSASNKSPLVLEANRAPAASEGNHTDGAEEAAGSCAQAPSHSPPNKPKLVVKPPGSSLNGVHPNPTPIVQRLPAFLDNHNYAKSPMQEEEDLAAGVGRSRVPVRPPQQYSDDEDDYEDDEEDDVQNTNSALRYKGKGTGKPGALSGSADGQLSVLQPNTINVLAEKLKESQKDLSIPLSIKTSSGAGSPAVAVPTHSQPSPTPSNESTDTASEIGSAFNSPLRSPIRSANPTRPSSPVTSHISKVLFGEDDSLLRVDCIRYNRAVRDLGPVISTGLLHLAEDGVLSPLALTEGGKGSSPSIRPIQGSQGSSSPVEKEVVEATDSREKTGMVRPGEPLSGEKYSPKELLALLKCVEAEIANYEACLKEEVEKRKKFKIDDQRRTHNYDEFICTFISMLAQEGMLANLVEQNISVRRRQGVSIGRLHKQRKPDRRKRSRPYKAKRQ
HePTP inhibitor = inhibitors of human HePTP phosphatase, primary screen, biochemical, absorbance, leukemia target; hit rate 0.64% among 110,000; Tyrosine-protein phosphatase non-receptor type 7 (Homo sapiens), P35236; recombinant HePTP phosphatase activity, OD absorbance; inhibition, % at 20 µM; in the data active = inhibition above about 50%;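 also: plate controls were vehicle for no effect and reference inhibitor for full effect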
Target sequence (P35236 whole entry, looked up): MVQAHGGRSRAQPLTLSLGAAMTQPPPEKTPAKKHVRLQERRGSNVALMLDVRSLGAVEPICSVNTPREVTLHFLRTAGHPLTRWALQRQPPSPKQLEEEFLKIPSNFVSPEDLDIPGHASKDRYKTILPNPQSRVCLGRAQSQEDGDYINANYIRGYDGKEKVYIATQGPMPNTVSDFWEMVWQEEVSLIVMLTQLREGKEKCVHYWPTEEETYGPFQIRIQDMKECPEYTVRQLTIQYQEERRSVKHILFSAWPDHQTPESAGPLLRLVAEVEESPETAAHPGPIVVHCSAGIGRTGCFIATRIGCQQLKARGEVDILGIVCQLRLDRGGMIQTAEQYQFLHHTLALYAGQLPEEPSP
Starred values were filed as active, the others as inactive; x = no result given; & = joins results of further samples.

Sample of the layout, 5 compounds:
The line under a structure holds: HePTP inhibitor | BAP1 inh
> Cc1ccc(C)c2c1-c1ccccc1S(=O)(=O)N2S(=O)(=O)c1ccccc1
→ x | 78
> C=CCn1c(=O)c2ccccc2n2c(SCc3csc(-c4ccccc4)n3)nnc12
→ -4 | 87
> c1ccc(-c2nnc(-c3ccco3)o2)cc1
→ 6 | 99
> COC(=O)C1=C(C(=O)OC)SC(=C2C(=S)C(C)(C)N(C(=O)c3ccc(OC)cc3)c3ccc(OC)cc32)S1
→ -2 | x
> COc1ccc(CNC(=O)C2CCN(S(=O)(=O)N3CCOCC3)CC2)cc1
→ 1 | 101

The list itself, repeating the preview:
The line under a structure holds: HePTP inhibitor | BAP1 inh
> Cc1ccc(C)c2c1-c1ccccc1S(=O)(=O)N2S(=O)(=O)c1ccccc1
→ x | 78
> C=CCn1c(=O)c2ccccc2n2c(SCc3csc(-c4ccccc4)n3)nnc12
→ -4 | 87
> c1ccc(-c2nnc(-c3ccco3)o2)cc1
→ 6 | 99
> COC(=O)C1=C(C(=O)OC)SC(=C2C(=S)C(C)(C)N(C(=O)c3ccc(OC)cc3)c3ccc(OC)cc32)S1
→ -2 | x
> COc1ccc(CNC(=O)C2CCN(S(=O)(=O)N3CCOCC3)CC2)cc1
→ 1 | 101
> COc1ccc(Cn2c(=O)[nH]c3cc(C(=O)NCCCN4CCCC4=O)ccc3c2=O)cc1
→ 8 | x
> O=C(CCN1C(=O)/C(=C\c2ccc(Cl)cc2)SC1=S)Nc1ccc(C(=O)O)cc1
→ -15 | x
> COc1ccc(/C=C/C(=O)NCCc2c[nH]c3ccccc23)cc1OC
→ -8 | x
> O=C1NC(=O)N(c2ccc(Cl)cc2)C(=O)/C1=C/c1cccs1
→ 2 | x
> O=c1c2ccccc2nc2ccc3nnnn3n12
→ -5 | x
> O=C(Nc1nc(-c2ccc(Cl)s2)cs1)c1cccc(C(F)(F)F)c1
→ x | 62
> Cc1ccc(-n2ncc3c(=O)n(CC#N)cnc32)cc1
→ -3 | 76
> O=C(c1ccccc1)N1CC[C@H](O)[C@@H]2CCCC[C@H]21
→ -14 | x
> CCn1c2ccccc2c2cc(C3C(C#N)=C(N)Oc4n[nH]c(COC)c43)ccc21 (configuration not stated)
→ 4 | 77
> COc1ccc(CCNC(=O)C2CCCCC2C(=O)O)cc1OC (configuration not stated)
→ 5 | 97
> O=C(CSC1=NCCS1)c1ccc(Cl)cc1
→ 3 | x
> NC(=O)C1CCN(C(=O)c2ccccc2F)CC1
→ -14 | x
> C=CCSc1nc2ccccc2n1C(=O)c1ccc2c(c1)OCO2
→ -7 | x
> Cc1ccc(-c2nnn(CC(=O)Nc3ccccc3N3CCOCC3)n2)cc1
→ 0 | 62
> Cc1[nH]nc2c1C(c1ccoc1)C(C#N)=C(N)O2 (configuration not stated)
→ -6 | 91
> COC(=O)CN(c1cc(OC)ccc1OC)S(C)(=O)=O
→ 0 | x
> O=C(c1ccc([N+](=O)[O-])cc1Cl)N1CCC(Cc2ccccc2)CC1
→ 2 | x
> CCc1nnc(NC(=O)C2CCCO2)s1 (configuration not stated)
→ 2 | x
> COc1cc(NC(=O)COc2ccc(Br)cc2)cc(OC)c1
→ -10 | x
> Cc1cc2c(cc1C)NC(c1ccc(OC(F)(F)F)cc1)C1=C(CC(C)(C)CC1=O)N2 (configuration not stated)
→ 4 | x
> Cc1ccc(NC(=O)C2CCCN2S(=O)(=O)c2ccc3c(c2)CCC(=O)N3)cc1Cl (configuration not stated)
→ 9 | 95
> COc1ccc(C2C3=C(CCCC3=O)Nc3nc(SCc4ccc(C(=O)O)cc4)nn32)cc1OC (configuration not stated)
→ -2 | 93
> CCCn1c(O)c(CN2CCCC(C)C2)c(C)c(C#N)c1=O (configuration not stated)
→ 0 | 92
> COc1ccc(O)c(C(=O)CC(=O)c2ccccc2Cl)c1
→ 8 | x
> O=C(Nc1nnc(-c2ccco2)s1)c1ccccc1
→ 7 | 74
> Cc1ccc(C2CC(C(F)(F)F)n3nc(C(=O)N(Cc4ccccc4)Cc4ccccc4)cc3N2)cc1 (configuration not stated)
→ -5 | x
> CCc1ccc2c(c1)C(C)=CC(C)(C)N2
→ -4 | 87
> Cc1cc2ncn(C(=O)c3ccc(-c4ccccc4)cc3)c2cc1C
→ 5 | x
> CC(C)CCNC(=O)c1cc(-c2ccccc2)nc2ccccc12
→ 2 | x
> COc1ccc(NC(=O)CN(c2ccc(Cl)cc2)S(C)(=O)=O)c(OC)c1
→ -1 | x
> O=C(NCCN1CCN(c2ccccc2)CC1)C1(S(=O)(=O)c2ccc(Cl)cc2)CC1
→ 5 | 96
> O=C(/C=C/c1ccc([N+](=O)[O-])cc1)C1C(=O)c2ccccc2C1=O
→ -2 | x
> CCn1c(SCC(=O)Nc2cccc(C(C)=O)c2)nnc1C(C)C
→ 7 | 99
> O=C1N=C(N2CCOCC2)S/C1=C/c1ccc(Cl)cc1
→ 102* | x
> Cc1ccc(SC2CC(=O)N(c3ccccc3C(F)(F)F)C2=O)cc1 (configuration not stated)
→ -5 | x

The list goes on; the last 4 above are carried over.
The line under a structure holds: HePTP inhibitor | BAP1 inh
> O=C(/C=C/c1ccc([N+](=O)[O-])cc1)C1C(=O)c2ccccc2C1=O
→ -2 | x
> CCn1c(SCC(=O)Nc2cccc(C(C)=O)c2)nnc1C(C)C
→ 7 | 99
> O=C1N=C(N2CCOCC2)S/C1=C/c1ccc(Cl)cc1
→ 102* | x
> Cc1ccc(SC2CC(=O)N(c3ccccc3C(F)(F)F)C2=O)cc1 (configuration not stated)
→ -5 | x
> CC(C)C(=O)Nc1nnc(Cc2cccc(Br)c2)s1
→ 5 | x
> CC(=O)NC(=O)c1cc2cc(Cl)ccc2oc1=Nc1ccc(C#N)cc1
→ x | 84
> CCOC(=O)N1CCC(NCCNC(=O)c2cccs2)CC1
→ 6 | 121
> Cc1ccc(/C(N)=N/OC(=O)c2ccccc2I)cc1
→ 6 | x
> O=C(CN(c1cccc([N+](=O)[O-])c1)S(=O)(=O)c1ccccc1)NCc1ccco1
→ -3 | x
> O=C(COc1cccc2ccccc12)Nn1cnnc1
→ -3 | x
> CCOC(=O)C1C(=O)NC(N2CCCCC2)=NC1C(C)C (configuration not stated)
→ 9 | 103
> Fc1ccc(NC(=S)N2CCN(c3ncccn3)CC2)cc1
→ -6 | x
> COc1ccc(C2c3c(oc4ccc(C)cc4c3=O)C(=O)N2c2cc(C)ccn2)cc1OC (configuration not stated)
→ 7 | 92
> COc1ccc(C2CC(c3c(O)cc(C)oc3=O)=NCCS2)c(OC)c1 (configuration not stated)
→ 4 | 89
> CCN(CC)c1ccc(/C=C2/C(=O)NN(c3ccc(Br)cc3)C2=O)c(O)c1
→ -3 | x
> CCN1CCN(CCNC(=O)CS(=O)(=O)Cc2nc(-c3ccc(C)cc3)oc2C)CC1
→ 0 | 92
> CCn1c(=N)c(C(=O)NC)cc2c(=O)n3cccc(C)c3nc21
→ 6 | x
> CC1(C)C(=O)OC(c2cccs2)C(C)(C)C1=O (configuration not stated)
→ 8 | 99
> NC(=O)N1CCn2c3c(c4cc(C5CCCCC5)ccc42)CCCC31 (configuration not stated)
→ x | 252
> C=CCNC(=O)C(=O)N/N=C/c1ccccc1
→ 7 | x
> Cc1ccc(S(=O)(=O)Oc2ccccc2C(=S)N2CCOCC2)cc1
→ 5 | x
> CC1(C)CC(=O)C2=C(C1)Nc1ccccc1N=C2
→ 5 | 84
> COc1ccccc1N1CCN(CC(=O)c2c(C)[nH]c3ccccc23)CC1
→ 10 | 90
> O=C(O)CCC(NC(=O)c1ccc(I)cc1)C(=O)O (configuration not stated)
→ 9 | x
> O=C(c1ccccc1)N1CCN(CC#CC2(O)CCCCC2)CC1
→ 2 | 95
> CC1(C)CC(OC(=O)c2ccco2)CC(C)(C)N1O
→ 7 | x
> CCOC(=O)CN1CC23C=CC(O2)C(C(=O)NCc2cccs2)C3C1=O (configuration not stated)
→ -5 | 96
> CCOC(=O)CSc1nnc(CNC(=O)c2ccc(OC)cc2)n1C1CCCCC1
→ 4 | 94
> COc1ccc(C(=O)/C=C/Nc2ccc(Cl)cc2[N+](=O)[O-])cc1OC
→ 0 | x
> COc1ccc(N(CC(=O)Nc2cccc(Br)c2)S(C)(=O)=O)c(OC)c1
→ 3 | x
> CCCC(=O)Nc1cccc(NC(=O)c2cc3ccccc3o2)c1
→ 5 | x
> O=C(Nc1ccccc1)N1CCN(Cc2ccc3c(c2)OCO3)CC1
→ 0&-3 | 90
> COc1cc2c(cc1OC)C(COc1ccc(F)cc1)N(C(=O)c1ccco1)CC2 (configuration not stated)
→ 3 | 103
> Fc1cccc(-n2c(-c3ccco3)nc3nc4ccccc4nc32)c1
→ -3 | x
> COc1ccc(/C(O)=C2\C(=O)C(=O)N(CCN(C)C)C2c2cc(OC)c(OC)c(OC)c2)c(C)c1 (configuration not stated)
→ 6 | 89
> O=C(Nc1cccc(-c2nc3ccccc3s2)c1)c1ccc(Cl)cc1Cl
→ 9 | x
> CCC(=O)Nc1ccc(S(=O)(=O)Nc2cccc(C)c2)cc1OC
→ 6 | 85
> O=C1NC(=Nc2ccc(O)cc2)S/C1=C\c1ccccc1
→ 9 | x
> Cc1cc(C)n(Cc2cc(C)c(Cn3nc(C)cc3C)cc2C)n1
→ 8&-2 | 144
> COC(=O)C(c1ccccc1)c1ccccc1
→ -14 | x
> CCCC1=NN(C(=O)Cc2ccc([N+](=O)[O-])cc2)C(O)(C(F)(F)F)C1 (configuration not stated)
→ -4 | x
> COC(=O)Cc1cc(=O)[nH]c(/N=C(/NC(=O)c2ccccc2)Nc2ccccc2C)n1
→ 6 | x
> O=C(CSc1ccc2nnc(-c3ccccn3)n2n1)Nc1ccc2c(c1)OCCO2
→ 2 | 102
> COCCn1c(C)cc(C(=O)CSc2nc3ccccc3o2)c1C
→ 7 | 90
> O=C(Nc1ccc2c(c1)OCO2)c1cc([N+](=O)[O-])ccc1Cl
→ -12 | x
> O=C(c1ccc(F)cc1)N1CCN(S(=O)(=O)c2ccc(Cl)cc2)CC1
→ 6 | x
> COc1cc(C(=O)N2CC(=O)Nc3ccc(Br)cc3C2c2ccccc2Cl)cc(OC)c1OC (configuration not stated)
→ x | 98
> CN=C1SC(CC(=O)Nc2ccccc2F)C(=O)N1C (configuration not stated)
→ 3 | 100
> CCCc1c(C)c2ccccc2[nH]c1=O
→ 4&6 | 66
> Cc1[nH]n(-c2ccccc2)c(=O)c1/C=N/c1nnc(-c2ccccc2)s1
→ 1 | x
> COc1ccc2c(c1)CCCC21NC(=O)NC1=O (configuration not stated)
→ 12 | 115
> O=C1Nc2ccccc2C(O)(C(=O)NCc2ccco2)N1c1ccc(Cl)c(Cl)c1 (configuration not stated)
→ -1 | 109
> CCOc1ccc(CN2C(=O)c3ccccc3C2C(=O)NCc2cccnc2)cc1 (configuration not stated)
→ -1 | 115
> Cc1ccc(C(C)NC(=O)c2c(C)noc2C)cc1C (configuration not stated)
→ 14 | 97
> COc1ccc(C(=O)Nn2c(C)ccc2C)cc1OC
→ 6 | 128
> Cc1nn(-c2ccccc2)c2c1C(c1ccc(O)cc1)C(C#N)=C(N)O2 (configuration not stated)
→ 6 | x
> COc1ccc(-c2noc(CCC(=O)Nc3cccnc3)n2)cc1OC
→ 13 | 82
> CCOc1ccc(N(CC(=O)NCc2ccccc2)S(=O)(=O)c2c(C)noc2C)cc1
→ 8 | 91
> CC(=O)NC(CCS(C)(=O)=O)C(=O)Nc1c(F)cccc1F (configuration not stated)
→ 2 | 93
> NC(=O)c1c(NC(=O)CSc2nnc(Cc3ccccc3)n2Cc2ccco2)sc2c1CCC2
→ 10 | 67
> COc1cc2[nH]c(=O)n(CCCC(=O)N3CC=C(c4ccccc4)CC3)c(=O)c2cc1OC
→ 8 | x
> O=C(c1cc2cc(Cl)ccc2oc1=O)N1CCCC1
→ -3 | 55
> COC(=O)C1=C(C)N(c2cc(C)cc(C)c2)/C(=C\c2sccc2C)C1=O
→ -11 | x
> Cc1c(N2C(=O)CCCC2=O)c(=O)n(-c2ccccc2)n1C
→ -7 | x

Following part
The line under a structure holds: HePTP inhibitor | BAP1 inh
> Cc1cc(C)nc(SCC(O)COCc2ccccc2)n1 (configuration not stated)
→ 6 | x
> Cc1cc(C(=O)OCC(=O)N2c3ccccc3CC2C)c(C)o1 (configuration not stated)
→ 12 | 102
> C/C(=N\NC(=O)c1ccccn1)c1ccc(F)cc1
→ -2 | x
> COc1ccccc1NC(=O)CC1CCCCC1
→ -4 | x
> O=C(O)CN1C(=O)CC(Cc2ccc(Cl)cc2)C1=O (configuration not stated)
→ -6 | 92
> O=C(CSc1nc2ccccc2[nH]1)c1ccc2c(c1)OCO2
→ 0 | 93
> CCOc1ccccc1NC(=O)CN(Cc1ccccc1)S(C)(=O)=O
→ -7 | 150
> CCCc1nnc(NC(=O)CCC(=O)N2CCN(CCOc3ccc(C)cc3)CC2)s1
→ 8 | 119
> COc1cc2cc(C(c3nnnn3C(C)(C)C)N3CCc4ccccc43)c(=O)[nH]c2cc1OC (configuration not stated)
→ 7 | 92
> O=C(Nc1ccccc1C(=O)c1ccccc1)c1ccccc1
→ 6 | x
> N#CC1=C(N)Oc2n[nH]c(-c3ccc(F)cc3)c2C1c1ccncc1 (configuration not stated)
→ 9 | 99
> CC1(C)C(C=C(Cl)Cl)C1C(=O)N1CCN(c2ccccc2)CC1 (configuration not stated)
→ 3 | 60
> CCN(CC)CCN1C(=O)C(O)=C(C(=O)/C=C/c2ccccc2)C1c1cccc(F)c1 (configuration not stated)
→ 0 | x
> COc1ccc2cc3cc(C(=O)NCc4ccc5c(c4)OCO5)oc3nc2c1
→ 7 | x
> CC(Sc1nc(NCc2ccccc2)nc(N2CCOCC2)n1)C(=O)Nc1ccccc1 (configuration not stated)
→ 15 | 121
> O=S(=O)(O)c1cc(-n2nc3ccc4c(S(=O)(=O)O)cccc4c3n2)ccc1/C=C/c1ccccc1
→ 49 | x
> CNC(=O)c1cc2cccc(OC)c2oc1=O
→ -5 | 102

From PubChem BioAssay
